# Screens as filed in PubChem.
# NTR1 agonist = agonists of NTR1, primary screen, imaging, U2OS cells, beta-arrestin-GFP, high content (AID 493036); P30989; NTR1-U2OS beta-arrestin-GFP spot imaging, agonist mode; activation, % at 20 µM; hit rate 0.17% among 330,000;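 active = activation at or above 40% of the spot to cytoplasm intensity ratio, with at least 20 cells analyzed; inconclusive = wells under 20 cells, flagged as cytotoxic or low count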;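 note: 0% = DMSO without peptide and 100% = 100 nM NTR1 peptide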
# Target sequence (P30989 whole entry, looked up): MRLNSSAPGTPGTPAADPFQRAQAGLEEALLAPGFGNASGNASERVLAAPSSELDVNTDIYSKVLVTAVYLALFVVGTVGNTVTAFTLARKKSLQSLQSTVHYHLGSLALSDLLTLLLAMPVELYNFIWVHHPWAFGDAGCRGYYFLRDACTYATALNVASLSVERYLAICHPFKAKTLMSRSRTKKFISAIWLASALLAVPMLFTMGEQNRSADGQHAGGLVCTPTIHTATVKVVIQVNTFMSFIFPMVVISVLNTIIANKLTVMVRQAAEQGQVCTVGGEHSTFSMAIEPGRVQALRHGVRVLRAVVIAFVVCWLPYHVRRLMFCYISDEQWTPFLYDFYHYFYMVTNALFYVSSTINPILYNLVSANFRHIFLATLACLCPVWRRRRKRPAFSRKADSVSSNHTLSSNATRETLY
# Dengue-2 NS5 capping = flavivirus cap methylation enzyme inhibition – biochemical, confirmation dose response, primary screen (AID 588689); Dengue-2 NS5 methyltransferase capping enzyme assay, biochemical; higher % means a stronger effect; inhibition, % at 25 µM; hits with a dose series show IC50 in µM; hit rate 0.3% among 340,000; in the data active = a potency from the dose series; inconclusive = inhibition above about 29% without an active follow-up result
# GPR55 beta-arrestin = selective activators of receptor GPR55 – imaging, U2OS cells, beta-arrestin-GFP redistribution, primary screen (AID 1961). U2OS GPR55 beta-arrestin-GFP redistribution imaging; higher % means a stronger effect. one-dose activation, % at 10 µM; EC50 in µM for titrated hits. hit rate 0.048% among 290,000;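 active = activation above 40% with more than 50 cells counted in the well; inconclusive = wells holding fewer than 50 cells, flagged as toxic or sparse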;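 note: U2OS osteosarcoma cells stably expressing GPR55 and beta-arrestin-GFP; plate controls were DMSO negative control for no effect and LPI positive control for full effect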
# GPR35 arrestin U2OS = GPR35 antagonists blocking zaprinast-driven arrestin recruitment, primary screen, imaging, U2OS, beta-arrestin-GFP, zaprinast agonist (AID 2058). inhibition, % at 10 µM; hits with a dose series show IC50 in µM. U2OS GPR35 beta-arrestin-GFP translocation imaging, zaprinast antagonism; higher % means a stronger effect. hit rate 0.052% among 290,000;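 active = inhibition of at least 50% with at least 30 cells and total cytoplasm GFP at most 10,000,000; inconclusive = under 30 cells or total GFP of 10,000,000 plus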
# Large T inhibition = TAg ATPase/helicase activity blockers – biochemical (AID 1903). SV40 large T antigen ATPase/helicase inhibition assay; higher % means a stronger effect. inhibition, % at 20 µM, or IC50 in µM where a hit was titrated. hit rate 0.39% among 310,000; in the data active = a potency from the dose series; inconclusive = inhibition mostly from about 32% at the one dose, without a potency; inactive = the rest, 99 in 100 with inhibition below about 32%; note: strong numbers were not always called active
# AID2073 = inhibitors of Mint1-CaV2.2 protein interaction, biochemical, HTRF (AID 2073). HTRF protein-protein interaction, Mint1-CaV2.2; higher % means a stronger effect. inhibition, % at 20 µM; hits with a dose series show IC50 in µM. hit rate 0.19% among 290,000; in the data active = inhibition mostly above about 51%, no sharp cut-off; inconclusive = no clear call, values can overlap the other calls; inactive = mostly below about 53%; note: some results filed as inactive read as strong as hits
# MgcRacGAP inhibition = MgcRacGAP GTPase-activating activity inhibitors, confirmation, biochemical, ADP Hunter fluorescence; inhibition, % at 30 µM, or IC50 in µM where a hit was titrated; AID 624330; hit rate 0.6% among 340,000; MgcRacGAP-stimulated Rac1 GTP hydrolysis, ADP Hunter fluorescence; higher % means a stronger effect; GST-tagged Rac1 F28L mutant substrate;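 active = first-screen hits whose inhibition reached a set limit at any dose in the follow-up dose series; inconclusive = inhibition above the set first-screen limit but never retested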;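 note: fluorescence reports GDP produced by GAP-driven GTP hydrolysis; strong numbers were not always called active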
# Yfh1-off respiration = mitochondrial function rescue without frataxin homolog – Friedreich's ataxia, plus single-dose screen, dose response (AID 1465) | hit rate 0.074% among 220,000 | S. cerevisiae Yfh1-off respiration, WST-1 reduction, 72 h; higher fold induction means a stronger effect | fold induction at 50 µM; hits with a dose series show EC50 in µM;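 active = fold induction of absorbance versus untreated yeast above a set limit, then at least 30% activation at any dose in follow-up; inconclusive = repeats straddling the limit, or above it without dose testing; inactive = fold induction below the set limit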;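 note: activators that raise dye reduction in frataxin-depleted yeast; strong numbers were not always called active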
# GPR55 LPI antagonism = GPR55 antagonists blocking LPI-driven arrestin recruitment, primary screen, imaging, U2OS, beta-arrestin-GFP, LPI agonist (AID 2013); U2OS GPR55 beta-arrestin-GFP translocation imaging, LPI antagonism; higher % means a stronger effect; inhibition, % at 10 µM; hits with a dose series show IC50 in µM; hit rate 0.13% among 290,000;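 active = spots per cell inhibited over 60%, with over 100 cells counted and total cytoplasm intensity under 500,000; inconclusive = wells with under 100 cells, flagged as likely toxic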;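 note: U2OS cells stably carrying GPR55 and arrestin-GFP stimulated by 5 µM LPI near EC80; imaged beta-arrestin-GFP aggregate spots per cell after agonist stimulation; plate controls were LPI-stimulated DMSO wells for no effect and DMSO wells without LPI for full effect; some results filed as inactive read as strong as hits; confirmed hits need IC50 under 10 µM and bright autofluorescent wells are also inconclusive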
# NTR1 agonist cell count 20 µM = further read-out of NTR1 agonist, marked with its call; cell count; measured here: cell count, cytotoxicity flag
# Dengue-2 NS5 capping pilot replicate = further read-out of Dengue-2 NS5 capping, marked with its call; inhibition, %; measured here: pilot screen replicate inhibition
# * hit, by the source's call; i = inactive; u = inconclusive; x = no result given.
SMILES,NTR1 agonist,NTR1 agonist cell count 20 µM,Dengue-2 NS5 capping,GPR55 beta-arrestin,GPR35 arrestin U2OS,Large T inhibition,AID2073,MgcRacGAP inhibition,Yfh1-off respiration,GPR55 LPI antagonism,others
Cn1c(=O)[nH]c(=O)c2c1nc(N1CCN(Cc3ccccc3)CC1)n2CCSc1ncccn1,1.0,93,3%,-0.1%,12%,2%,-3%,10%,i,-3%,
CCc1ccc(OCC(=O)NNC(=O)c2nn(CC)c(=O)c3ccccc23)cc1,2.2,56,-5%,-0.4%,9%,13%,-1%,-2%,i,-8%,
CCOc1ccc(Oc2nc(C)cc(OC)n2)nn1,-0.3,65,0%,-0.2%,0%,8%,3%,8%,i,11%,
COc1ccc2c(CC(=O)Nc3nccs3)coc2c1,1.0,64,-5%,0.6%,2%,12%,6%,4%,i,-12%,
CCOc1ccc(C(C(=O)Nc2ccc(F)cc2)N(C(=O)Cn2nnc3ccccc32)C2CC2)cc1 (stereo unspecified),-1.4,48,-1%,0.1%,11%,6%,4%,10%,i,11%,
COc1cc(/C=C(\C#N)c2ccccn2)ccc1OCc1ccc(Cl)cc1,8.6,68,-1%,0.3%,-9%,12%,-1%,-9%,i,4%,
Cc1ccc(C(=O)C(C)[n+]2cccc(C(N)=O)c2)cc1 (stereo unspecified),0.9,49,-8%,0.4%,-18%,21%,-12%,0%,i,4%,
COc1ccccc1CNC(=O)COc1ccccc1OC,-0.9,58,-4%,-0.1%,-14%,-3%,-2%,5%,i,0%,
N#CCC(=O)N1CCn2c1nc1ccccc12,0.2,39,-4%,-0.1%,-24%,15%,-4%,8%,i,3%,
COC(=O)c1cc(S(=O)(=O)N2CCN(c3cccc(OC)c3)CC2)cn1C,1.5,68,-8%,0.3%,0%,10%,-10%,9%,x,11%,
Cc1nn(-c2ccccc2)c2sc(C(=O)N(CC(=O)NC(C)(C)C)Cc3ccco3)cc12,1.2,54,-3%,-0.2%,-5%,10%,8%,8%,i,-7%,
O=S(=O)(Cc1ccccc1)Nc1cccc(Br)c1,2.9,78,-5%,-0.2%,2%,5%,1%,8%,x,14%,
CCn1c(COc2ccc(C)cc2)nnc1SCC(=O)Nc1ccc2c(c1)OCCO2,-0.7,54,7%,-0.2%,-4%,18%,-2%,12%,i,2%,
Cc1cccc(NC(=O)CN2CCC(C(=O)c3ccc4c(c3)OCCO4)CC2)c1,1.4,49,-10%,-0.2%,7%,2%,u,6%,x,8%,
O=C(NCc1cccnc1)c1ccc(S(=O)(=O)N2CCCCCC2)cc1,1.4,68,2%,0.7%,-6%,6%,3%,4%,i,9%,
Cc1cccc(C)c1OCc1nc2ccccc2c(=O)n1/N=C/c1c[nH]c2ccccc12,30,66,-4%,-0.2%,19%,0%,4%,-7%,i,7%,
COc1ccc(CCN2C(=O)CC(Cc3ccc(C)cc3)C2=O)cc1OC (stereo unspecified),-0.2,45,-2%,-0.1%,7%,25%,12%,-3%,i,10%,
CCC1CCCCN1CCCNC(=O)c1ccc2c(c1)NC(=O)CS2 (stereo unspecified),1.7,60,9%,-0.1%,5%,9%,-6%,15%,x,2%,
CCN(CC)S(=O)(=O)c1ccc(OC)c(NC(=O)c2ccc(=O)[nH]c2)c1,0.3,51,-9%,0.0%,-9%,12%,-1%,-5%,i,-10%,
COc1ccc(/C=C2/C(=O)OCc3cc(OC)c(OC)cc32)c(OC)c1,1.0,60,-4%,-0.2%,3%,3%,3%,4%,i,-8%,
CC(C)c1ccc(COc2ccc(C(=O)N3CCOCC3)cc2)cc1,1.4,92,-1%,-0.1%,-12%,11%,-3%,4%,i,-9%,
CCCCn1c(SCC(=O)NC2CCS(=O)(=O)C2)nc2ccccc2c1=O (stereo unspecified),0.4,79,-10%,-0.1%,14%,5%,-1%,10%,x,11%,
O=C(CCS(=O)(=O)c1ccccc1)Nc1nc(-c2ccccn2)cs1,0.9,57,0%,x,x,6%,x,-3%,i,x,
CC1CC(C)CN(C(=O)Cn2cc(C=O)c3ccccc32)C1 (stereo unspecified),0.2,63,-5%,0.8%,-1%,2%,15%,8%,i,4%,
NC(=O)Nc1ccc2c(c1)OCCO2,-3.0,91,7%,0.3%,-4%,1%,-4%,6%,i,7%,
CCOC(=O)C1CCN(C(=O)c2ccccc2NC(=O)c2ccc(Br)cc2)CC1,-1.6,81,-4%,0.3%,-5%,-4%,-6%,8%,i,6%,
O=C(NCCC(=O)N1CCC2(CC1)NCCc1[nH]cnc12)c1cccc(Cl)c1,-1.4,67,0%,-0.1%,6%,11%,-4%,10%,x,16%,
Cc1ccc2nc(-c3ccc(NC(=S)NCCC(C)C)cc3)sc2c1,2.9,56,3%,x,x,x,x,8%,i,x,
CCC(Oc1ccccc1)C(=O)Nc1nnc(C(F)(F)F)s1 (stereo unspecified),1.4,67,x,0.6%,2%,-2%,8%,3%,i,1%,
COc1ccc2c(c1)C1NC(=S)NC(C)(O2)C1C(=O)Nc1ccc(C)cc1C (stereo unspecified),3.5,61,0%,-0.2%,-12%,3%,-19%,-2%,i,0%,
CCOc1cc(NC(=O)c2ccco2)c(OCC)cc1NC(=O)COc1ccccc1,-2.4,77,1%,-0.3%,19%,6%,20%,8%,i,10%,
CCCOc1ccc(C(C)=O)cc1CSCCC#N,0.8,45,x,-0.1%,-4%,0%,3%,3%,i,0%,
O=c1[nH]c(CSc2nc(-c3ccccc3)cs2)nc2ccccc12,3.8,70,-5%,-0.4%,-1%,9%,0%,-7%,i,-5%,
O=[N+]([O-])c1ccc(C(O)CNC(=S)Nc2ccccc2)cc1 (stereo unspecified),-0.4,59,1%,-0.2%,-9%,17%,-5%,3%,i,6%,
CCOC(=O)c1cc(OCC(=O)NC(C)C(C)C)cc(C(=O)OCC)c1 (stereo unspecified),0.6,50,1%,-0.1%,3%,8%,48%,2%,i,4%,
COc1ccc2oc(=O)c(C(=O)N3CCN(c4ccccc4F)CC3)cc2c1,-2.9,75,-10%,-0.1%,-13%,13%,10%,-2%,i,3%,
C[C@H](NC(=O)COc1ccc(Cl)cc1)C(=O)N1CCC2(CC1)NCCc1[nH]cnc12,1.1,62,-6%,0.2%,1%,17%,-2%,6%,x,10%,
Cc1ccc(C)c(NC(=O)C(CC(=O)O)Cc2ccccc2)c1 (stereo unspecified),0.2,80,x,0.6%,16%,6%,-3%,6%,x,8%,
C[C@@H](C(=O)Nc1ccccc1N1CCOCC1)N1C(=O)C2CC=CCC2C1=O (stereo partly specified),-1.5,61,-1%,0.5%,-9%,3%,u,10%,i,-18%,
Cc1cc2c3c(c1C)C1(C(=O)N3C(C)(C)CC2C)C(C#N)=C(N)Oc2cc(O)ccc21 (stereo unspecified),6.2,52,-5%,-0.2%,0%,5%,39%,10%,i,6%,
COc1ccccc1C(=O)Nc1ccc(NC(=O)C2CCCCC2)nc1,-0.5,57,2%,-0.1%,4%,5%,8%,-14%,x,-11%,
COc1ccc(C(=O)n2nc(-c3ccc(C)cc3)nc2N)cc1OC,-1.5,59,-1%,-0.1%,3%,11%,16%,4%,i,-6%,
c1ccc(-c2nnc3n2NC(c2ccc4c(c2)OCO4)S3)cc1 (stereo unspecified),5.6,72,-6%,-0.1%,-4%,16%,-20%,153µM*,i,5%,
CC(C)CN(C(=O)COC(=O)c1ccc2c(c1)NC(=O)CS2)C1CCS(=O)(=O)C1 (stereo unspecified),-0.2,44,1%,0.1%,-2%,7%,28%,7%,i,4%,
Cc1ccc(S(=O)(=O)N2CCN(C(=O)CCn3nc(C)c(C)c3C)CC2)cc1C,1.7,65,-6%,-0.2%,14%,12%,6%,-1%,x,2%,
CCCCN(C(=O)CSc1nncn1-c1ccccc1OC)c1c(N)n(Cc2ccccc2)c(=O)[nH]c1=O,0.2,53,-2%,-0.4%,2%,0%,1%,6%,i,10%,
Cc1cc2c(cc1C)NC(c1nc3ccccc3[nH]1)C1=C(CC(C)(C)CC1=O)N2 (stereo unspecified),2.3,42,-7%,-0.1%,1%,14%,25%,-2%,x,13%,
Cc1onc(-c2ccccc2)c1-c1ccnn1S(=O)(=O)c1ccc(Cl)cc1,6.4,62,-5%,0.2%,3%,4%,0%,9%,i,-6%,
Cc1[nH]c2ccccc2c1/C=C(\C#N)C(=O)NCc1ccccc1,2.5,56,-13%,0.5%,4%,7%,23%,0%,i,0%,
Cn1nnnc1SCC(=O)Nc1ccccc1Cc1ccccc1,-3.0,31,0%,-0.1%,7%,1%,-11%,7%,i,1%,
COc1ccc(C(=O)OCC(=O)N(C)C2CCS(=O)(=O)C2)cc1S(=O)(=O)N1CCCc2ccccc21 (stereo unspecified),0.7,45,-8%,-0.4%,0%,6%,8%,4%,i,7%,
COC(=O)Nc1ccc(C)c2nsnc12,-0.2,81,-3%,0.0%,31%,2%,8%,15%,x,25%,Dengue-2 NS5 capping pilot replicate=-2.7
COc1ccc(Br)cc1CNC(=O)C1CCN(S(=O)(=O)N2CCCCC2)CC1,1.7,45,-2%,-0.1%,-1%,9%,56%,9%,i,0%,
CN(C)c1nc(-c2cccs2)cc(C(F)(F)F)c1C#N,4.7,57,0%,-0.2%,22%,2%,4%,9%,i,8%,
Cc1ccc(S(=O)(=O)CC(=O)c2ccccc2)cc1,1.0,63,-9%,-0.1%,9%,1%,3%,3%,x,11%,
COC(=O)c1c(Oc2nc(OC)cc(OC)n2)cccc1Oc1nc(OC)cc(OC)n1,4.3,43,0%,-0.1%,9%,8%,7%,11%,i,13%,
O=C(COC(=O)c1ccco1)NCc1ccc(Cl)cc1,-0.8,60,2%,0.3%,-3%,14%,-2%,4%,i,12%,
CNC(=O)CS(=O)CC(=O)Nc1cc(OCCOC)c(Cl)cc1Cl (stereo unspecified),0.5,26,4%,0.4%,11%,51%,5%,-2%,i,0%,

# Not a hit list, and some 1.7% of all compounds hit somewhere here.
